# Screens (PubChem)
# NCI-60 one-dose screen, 48 h, at 10 µM unless noted. Numbers give growth in % (100 = growth as untreated, 0 = no growth, -100 = all killed).
# SN12C = SN12C renal cancer cells | actives 3.8% (n = 81,000) | AID 1794767
# IGROV1 = IGROV1 ovarian cancer. actives 4.7% (n = 79,000). AID 1794786
# OVCAR-3 = OVCAR-3 ovarian cancer | actives 7% (n = 79,000) | AID 1794787
# OVCAR-5 = OVCAR-5 ovarian cancer; actives 2.9% (n = 82,000)
# SK-OV-3 = SK-OV-3 ovarian cancer cells. actives 3.2% (n = 80,000). AID 1794785
# NCI/ADR-RES = NCI/ADR-RES ovarian cells; actives 4.4% (n = 81,000); AID 1794790
# OVCAR-4 = OVCAR-4 ovarian cancer cells | actives 3.7% (n = 80,000) | AID 1794784
# NCI-H226 = NCI-H226 lung cancer. actives 3.5% (n = 79,000). AID 1794732
# NCI-H23 = NCI-H23 lung cancer; actives 4% (n = 80,000)
# * = called active by the depositor; · = no result given. The calls were made as follows: active = growth percent below 10; inactive = the rest.
# The opening 21 records, ahead of the listing:
# Below each compound – OVCAR-5	SN12C	OVCAR-4	SK-OV-3	OVCAR-3	NCI/ADR-RES	IGROV1	NCI-H23	NCI-H226
1. CN1C(=O)N(c2ccccc2)C2C1NN=c1s/c(=C\c3ccccc3)c(=O)n12 (stereo not given)
→ 96	100	105	·	104	100	107	101	·
2. Cc1cc(C)c(C(=O)CC(=O)c2cccnc2)c(C)c1
→ 78	65	60	59	67	17	51	62	73
3. CS(=O)(=O)CC(=N\O)/C(CS(C)(=O)=O)=N/O
→ 106	96	108	108	96	110	112	110	107
4. CCOC(=O)/C(C#N)=C\N1CCNc2ccccc21
→ 97	89	110	109	112	102	110	101	87
5. c1ccc(-c2nc3c4c5c(sc4ncn3n2)CCCC5)cc1
→ 119	99	107	87	104	94	85	89	80
6. COCCNC1=C(Cl)C(=O)c2ccccc2C1=O
→ 107	95	94	116	116	95	126	65	96
7. CS(=O)(=O)c1ccc(-c2nc3ccccc3[nH]2)cc1
→ 99	92	105	93	102	99	89	97	97
8. Nc1ccc(S(=O)(=O)NCC(=O)O)cc1
→ 106	104	122	113	116	103	108	101	105
9. O=C(OCC1OC(F)C(OC(=O)c2ccccc2)C1OC(=O)c1ccccc1)c1ccccc1 (stereo not given)
→ 108	109	118	108	109	96	103	97	104
10. CCCCCCCCCC(=O)CCCCCCC
→ 104	97	104	100	107	103	103	112	94
11. Cc1c2oc3c(C)ccc(C(=O)OC(C)C4NC(=O)C(C(C)C)N(C)C(=O)CN(C)C(=O)C5CCCN5C(=O)C(C(C)C)NC4=O)c3nc-2c(C(=O)OC(C)C2NC(=O)C(C(C)C)N(C)C(=O)CN(C)C(=O)C3CCCN3C(=O)C(C(C)C)NC2=O)c(N)c1=O (stereo not given)
→ 15	7.8*	·	23	5.3*	17	7.6*	-7.2*	-41*
12. Cc1ccc(S(=O)(=O)C(C)C(=O)Nc2ccc(S(N)(=O)=O)cc2)cc1 (stereo not given)
→ 99	91	101	105	111	102	105	98	103
13. CC(=O)Nc1nc2c(c(N)c1C#N)C(c1cccc(Br)c1)C1=C(CC(C)(C)CC1=O)N2c1sc2c(c1C#N)CCCC2 (stereo not given)
→ 65	38	42	74	47	40	40	69	49
14. C=Cc1c2c(c3ccc4c5ccccc5ccc4n13)C(=O)c1ccccc1C2=O
→ 103	102	90	102	73	100	89	82	90
15. CN1C(=O)N(C)C2Nn3c(s/c(=C\c4ccc(F)cc4)c3=O)=NC21 (stereo not given)
→ 114	109	108	83	110	111	113	106	112
16. CCCN(CCC)CC(O)c1cc2c(Cl)cc(Cl)cc2c2cc(C(F)(F)F)ccc12 (stereo not given)
→ 71	90	·	81	86	86	95	87	80
17. CCOC(=O)c1cc2c([nH]1)-c1nc(Nc3ccccn3)sc1CCC2
→ 88	74	74	85	82	54	74	77	45
18. O=C1C(=O)N(Cc2cn(Cc3ccccc3)nn2)c2ccccc21
→ 95	99	97	99	100	97	95	98	88
19. Cc1c(COc2ccccc2-c2nnc(-c3ccncc3)o2)c(C)c(COc2ccccc2-c2nnc(-c3ccncc3)o2)c(C)c1COc1ccccc1-c1nnc(-c2ccncc2)o1
→ 102	100	103	·	101	99	106	98	95
20. CN(c1ccccc1)c1ncnc2c1ncn2C
→ 121	98	103	105	111	105	118	101	107
21. CC(C)OC(=O)CCc1ccccc1
→ 109	112	96	114	123	103	27	101	114

# This part in full, from the start:
# Below each compound – OVCAR-5	SN12C	OVCAR-4	SK-OV-3	OVCAR-3	NCI/ADR-RES	IGROV1	NCI-H23	NCI-H226
1. CN1C(=O)N(c2ccccc2)C2C1NN=c1s/c(=C\c3ccccc3)c(=O)n12 (stereo not given)
→ 96	100	105	·	104	100	107	101	·
2. Cc1cc(C)c(C(=O)CC(=O)c2cccnc2)c(C)c1
→ 78	65	60	59	67	17	51	62	73
3. CS(=O)(=O)CC(=N\O)/C(CS(C)(=O)=O)=N/O
→ 106	96	108	108	96	110	112	110	107
4. CCOC(=O)/C(C#N)=C\N1CCNc2ccccc21
→ 97	89	110	109	112	102	110	101	87
5. c1ccc(-c2nc3c4c5c(sc4ncn3n2)CCCC5)cc1
→ 119	99	107	87	104	94	85	89	80
6. COCCNC1=C(Cl)C(=O)c2ccccc2C1=O
→ 107	95	94	116	116	95	126	65	96
7. CS(=O)(=O)c1ccc(-c2nc3ccccc3[nH]2)cc1
→ 99	92	105	93	102	99	89	97	97
8. Nc1ccc(S(=O)(=O)NCC(=O)O)cc1
→ 106	104	122	113	116	103	108	101	105
9. O=C(OCC1OC(F)C(OC(=O)c2ccccc2)C1OC(=O)c1ccccc1)c1ccccc1 (stereo not given)
→ 108	109	118	108	109	96	103	97	104
10. CCCCCCCCCC(=O)CCCCCCC
→ 104	97	104	100	107	103	103	112	94
11. Cc1c2oc3c(C)ccc(C(=O)OC(C)C4NC(=O)C(C(C)C)N(C)C(=O)CN(C)C(=O)C5CCCN5C(=O)C(C(C)C)NC4=O)c3nc-2c(C(=O)OC(C)C2NC(=O)C(C(C)C)N(C)C(=O)CN(C)C(=O)C3CCCN3C(=O)C(C(C)C)NC2=O)c(N)c1=O (stereo not given)
→ 15	7.8*	·	23	5.3*	17	7.6*	-7.2*	-41*
12. Cc1ccc(S(=O)(=O)C(C)C(=O)Nc2ccc(S(N)(=O)=O)cc2)cc1 (stereo not given)
→ 99	91	101	105	111	102	105	98	103
13. CC(=O)Nc1nc2c(c(N)c1C#N)C(c1cccc(Br)c1)C1=C(CC(C)(C)CC1=O)N2c1sc2c(c1C#N)CCCC2 (stereo not given)
→ 65	38	42	74	47	40	40	69	49
14. C=Cc1c2c(c3ccc4c5ccccc5ccc4n13)C(=O)c1ccccc1C2=O
→ 103	102	90	102	73	100	89	82	90
15. CN1C(=O)N(C)C2Nn3c(s/c(=C\c4ccc(F)cc4)c3=O)=NC21 (stereo not given)
→ 114	109	108	83	110	111	113	106	112
16. CCCN(CCC)CC(O)c1cc2c(Cl)cc(Cl)cc2c2cc(C(F)(F)F)ccc12 (stereo not given)
→ 71	90	·	81	86	86	95	87	80
17. CCOC(=O)c1cc2c([nH]1)-c1nc(Nc3ccccn3)sc1CCC2
→ 88	74	74	85	82	54	74	77	45
18. O=C1C(=O)N(Cc2cn(Cc3ccccc3)nn2)c2ccccc21
→ 95	99	97	99	100	97	95	98	88
19. Cc1c(COc2ccccc2-c2nnc(-c3ccncc3)o2)c(C)c(COc2ccccc2-c2nnc(-c3ccncc3)o2)c(C)c1COc1ccccc1-c1nnc(-c2ccncc2)o1
→ 102	100	103	·	101	99	106	98	95
20. CN(c1ccccc1)c1ncnc2c1ncn2C
→ 121	98	103	105	111	105	118	101	107
21. CC(C)OC(=O)CCc1ccccc1
→ 109	112	96	114	123	103	27	101	114
22. C[C@@H]1CN(c2nnc(-c3ccccn3)n2C)C[C@H](C)O1
→ 102	99	98	·	109	103	107	102	104
23. O=C(O)c1ccc(Cn2cnc3c(=O)[nH]cnc32)cc1
→ 100	105	·	109	121	110	115	104	109
24. NC(CCl)=NCC12CC3CC(CC(C3)C1)C2
→ 7.2*	9.4*	11	24	-22*	3.5*	·	-7.1*	0.0*
25. NC(=O)NS(=O)(=O)c1ccc(N2N=C(C(F)(F)F)CC2c2cc(C(F)(F)F)cc(C(F)(F)F)c2)cc1 (stereo not given)
→ 86	84	70	93	70	77	·	91	101
26. CC(C)c1ccc2c(c1)CC[C@H]1[C@](C)(CN)CCC[C@]21C
→ 105	106	107	104	100	110	108	109	90
27. S=c1nc(CS)[nH]c2ccccc12
→ 102	95	94	100	106	101	86	89	87
28. Oc1ccc(N=Cc2c(O)ccc3ccccc23)cc1
→ 95	89	83	70	97	88	74	91	88
29. COc1ccc(CCNc2nc(C)cc(N3CCOCC3)n2)cc1
→ 94	90	71	86	95	80	89	83	79
30. COc1ccc(C2CC(c3ccc(OC)cc3OC)=NN2C(=O)c2ccc(S(N)(=O)=O)cc2)cc1 (stereo not given)
→ 103	110	103	111	·	100	104	101	98
31. CC1=CSC2=NC(c3ccc(Cl)cc3)=CC(c3ccc(C)cc3Br)N12 (stereo not given)
→ 99	103	89	123	116	114	108	106	110
32. COc1cc(C(=O)Nc2cc3c(cc2Oc2cc(C)cc(C)c2)C(=O)N(C)[C@@H](CC(=O)N(C)O)C(=O)N3)c(Br)c(OC)c1OC
→ -19*	-28*	-33*	-0.6*	-35*	18	-22*	-20*	-17*
33. CC1=C(C)C(=O)C(Nc2ccc3c(c2)OCCO3)=C(Br)C1=O
→ 108	100	67	94	109	97	102	85	86
34. O=C(Nc1ccc(Cl)c(Cl)c1)N1CCN(c2cc(-c3cn(-c4ccccc4)nc3-c3cccc(O)c3)ccn2)CC1
→ 87	61	27	·	58	48	53	48	54
35. O=C1NN(c2ccccc2)C(c2cccnc2)=N/C1=C\c1ccccc1
→ 83	94	98	99	89	94	104	85	94
36. CN1CC(=O)N(/N=C2\C(=O)Nc3ccccc32)C1=S
→ 97	90	97	77	95	98	52	85	81
37. Cc1nc2cc(C)c(C)cc2o1
→ 101	106	·	120	130	115	109	105	101
38. O=C(O)C[n+]1ccccc1
→ 96	102	98	105	108	98	88	98	101
39. O=C1NN(C(=O)c2ccc([N+](=O)[O-])cc2)C(c2ccccc2)=N/C1=C/c1ccoc1
→ 105	97	94	98	97	100	110	103	92
40. O=C1c2cccnc2C(=O)c2c1c(C(=O)N1CCCCC1)c1ccccn21
→ 98	76	94	94	89	80	81	63	88
41. O=C(CSc1nnc(-c2ccncc2)o1)N/N=C/c1ccc(Cl)cc1
→ 106	100	107	107	113	103	109	104	120
42. O=C(O)C(Cc1ccccc1)N1C(=O)/C(=C/c2cccnc2)SC1=S (stereo not given)
→ 103	95	109	105	108	107	106	101	98
43. Cc1ccc2nc(COc3ccc(C(=O)NNC(=O)Nc4ccc(Cl)cc4)cc3)[nH]c2c1
→ 102	92	95	105	128	103	101	104	103
44. COc1cccc2c1OC1(CCN(Cc3ccccc3)CC1)N1N=C(c3ccccc3)CC21 (stereo not given)
→ 99	95	87	88	97	92	72	96	84
45. N#Cc1cnn2c1NC1=C(CCc3ccccc31)C2c1ccc(Cl)cc1 (stereo not given)
→ 101	96	98	82	102	105	65	96	98
46. Cn1c(/C(C#N)=C/c2ccc3ccccc3c2)cc2ccccc21
→ 34	33	56	59	-1.0*	-18*	21	19	40
47. N#CC1CCCCC1
→ 99	99	102	108	136	100	104	104	103
48. O=c1c2c3c(sc2n2cnnc2n1Cc1ccccc1)CCCC3
→ 90	105	106	106	98	97	·	100	85
49. CCC1CN(CC(O)c2ccc(Br)cc2)CCO1 (stereo not given)
→ 105	107	108	106	114	107	127	100	100
50. O=c1[nH]c2ccccc2cc1-c1nnc(-c2cccnc2)o1
→ 100	106	97	98	112	103	105	99	99
51. COc1ccc(-c2cnoc2-c2ccc(OC)cc2O)cc1
→ 64	37	75	30	-11*	-21*	52	30	79
52. Cc1ccc(S(=O)(=O)Oc2ccc(-c3ccc4occc4c3)cc2)cc1
→ 98	96	96	100	108	91	96	88	90
53. CCNC(=O)Oc1ccc(/C(=C(/C)c2ccccc2)c2ccc(OCCN(C)C)cc2)cc1
→ 90	82	90	113	·	86	89	87	98

# Rows are unselected, and some 9.4% of all compounds hit somewhere here.
